DAX1 inh-1: DAX1 (NR0B1) inhibitors on StAR promoter, primary screen, cell-based, luminescence, SF-1 (NR5A1), full-length DAX-1; AID 652010, 2013; inhibition, % at 6.8 µM; HEK293T StAR-luciferase reporter, SF-1/DAX-1 repression relief; 370,000 tested, 1.1% active;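 active = inhibition above the mean over all tested compounds plus 3 SD, cut at about 3.6% in these data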;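 also: 0% = DAX-1 cells with DMSO and 100% = cells lacking DAX-1 with DMSO; higher inhibition means more luminescence from relief of DAX-1 repression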
hcDAF12 agonist: H. contortus DAF-12 nuclear receptor activators, primary screen, cell-based, luminescence, HEK293, lit1-tk-luc reporter | HEK293 hcDAF-12 lit1-tk-luc reporter; 0% DMSO, 100% Δ7-dafachronic acid | activation, % at 6.8 µM | 370,000 tested, 1.4% active;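 active = activation above the mean of all tested compounds plus 3 SD, cut at about 5.5% in these data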;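 also: 100% = response to 3 µM Δ7-dafachronic acid high control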
NPR2 activator: human GC-B receptor activators, primary screen, HEK293 GC-B cells, cGMP TR-FRET, EC30 CNP; Atrial natriuretic peptide receptor 2 (Homo sapiens), P20594; 0% at EC30 CNP, 100% saturating CNP; activation, % at 10 µM; 370,000 tested, 0.11% active; AID 1920062, 2024;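 active = activation at 10 µM reaching about 35% in either raw or pattern-adjusted values, limit read from the data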
Target sequence (P20594 whole entry, looked up): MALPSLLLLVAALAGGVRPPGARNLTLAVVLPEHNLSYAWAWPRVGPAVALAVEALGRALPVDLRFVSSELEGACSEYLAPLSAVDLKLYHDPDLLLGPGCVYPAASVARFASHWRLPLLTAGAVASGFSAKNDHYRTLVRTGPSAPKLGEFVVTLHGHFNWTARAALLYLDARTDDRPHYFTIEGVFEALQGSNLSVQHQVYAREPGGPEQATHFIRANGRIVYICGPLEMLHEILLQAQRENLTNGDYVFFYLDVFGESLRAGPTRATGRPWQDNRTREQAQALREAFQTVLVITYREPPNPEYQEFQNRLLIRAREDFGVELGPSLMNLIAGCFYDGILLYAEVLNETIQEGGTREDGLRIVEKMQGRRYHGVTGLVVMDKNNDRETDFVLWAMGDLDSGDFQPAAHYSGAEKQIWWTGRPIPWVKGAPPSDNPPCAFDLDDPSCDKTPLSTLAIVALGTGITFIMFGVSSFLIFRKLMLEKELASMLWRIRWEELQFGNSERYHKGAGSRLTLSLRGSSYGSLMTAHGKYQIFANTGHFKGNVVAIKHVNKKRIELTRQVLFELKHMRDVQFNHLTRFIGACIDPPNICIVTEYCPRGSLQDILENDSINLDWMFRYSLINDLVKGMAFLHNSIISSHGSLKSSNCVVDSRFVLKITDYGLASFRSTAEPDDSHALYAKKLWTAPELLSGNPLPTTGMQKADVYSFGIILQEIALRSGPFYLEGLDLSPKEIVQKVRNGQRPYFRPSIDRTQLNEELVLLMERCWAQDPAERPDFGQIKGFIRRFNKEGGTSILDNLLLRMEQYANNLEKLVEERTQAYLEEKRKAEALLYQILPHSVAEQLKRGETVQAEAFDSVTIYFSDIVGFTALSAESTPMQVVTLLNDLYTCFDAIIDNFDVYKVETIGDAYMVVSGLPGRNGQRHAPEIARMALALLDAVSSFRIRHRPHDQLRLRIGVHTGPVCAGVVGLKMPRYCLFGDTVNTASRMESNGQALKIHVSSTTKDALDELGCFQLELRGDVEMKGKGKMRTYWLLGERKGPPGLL
SMARCA2 act: SMARCA2 (BRM) function activators, primary screen, cell-based, luminescence, high throughput; MG213 cells, MMTV-luciferase reporter, dexamethasone, overnight; activation, % at 9.1 µM; 370,000 tested, 1% active; in the data active = activation above about 7.8%;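 also: 0% = vehicle wells and 100% = reference activator wells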
DAX1 inh-2: DAX1 (NR0B1) inhibitors, primary screen, cell-based, HEK293, Gal4-DAX1, luciferase luminescence. HEK293 Gal4-DAX1 luciferase reporter. inhibition, % at 6.75 µM. Nuclear receptor subfamily 0 group B member 1 (Homo sapiens), P51843. 340,000 tested, 0.99% active. AID 504766, 2011;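 active = inhibition above the mean over all tested compounds plus 3 SD, cut at about 4.2% in these data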;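 also: 0% = DAX1-transfected cells with DMSO and 100% = empty-vector control cells with DMSO; inhibition shows as a rise in luminescence from relieved DAX1 repression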
NPR1 activator: GC-A stimulated cGMP production enhancers – HEK293 GC-A cells, cGMP TR-FRET, EC30 ANP, primary screen; Atrial natriuretic peptide receptor 1 (Homo sapiens), P16066; activation, % at 10 µM; 370,000 tested, 0.14% active; 0% at EC30 ANP, 100% saturating ANP; in the data active = activation above about 40%
HGIII-sPLA2 inh: human group III sPLA2 inhibitors, primary screen, biochemical, QFRET, BODIPY PC-A2 liposome substrate | Group 3 secretory phospholipase A2 (Homo sapiens), Q9NZ20 | QFRET BODIPY PC-A2 liposome hydrolysis, fluorescence | inhibition, % at 12.2 µM | 370,000 tested, 0.56% active | AID 743126, 2013;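 active = inhibition above mean plus 3 SD of compounds lying within the high and low control bounds, cut at about 19% in these data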;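 also: 0% = median of test compound wells and 100% = no enzyme DMSO wells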
GAA850 FXN act: FXN promoter activators, primary screen, cell-based, luciferase luminescence, HEK293 lucGAA850. 360,000 tested, 0.56% active. AID 540364, 2011. activation, % at 6 µM. HEK293 lucGAA850 FXN promoter luciferase reporter, 24 h; percent of 10 µM SAHA response;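 active = activation above the average of all compounds screened plus 3 SD, cutoff fixed separately per campaign, cut at about 7.5% in these data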;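 also: 0% = DMSO wells and 100% = 10 µM SAHA wells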
ssDAF12 agonist: S. stercoralis DAF-12 nuclear receptor activators, primary screen, cell-based, luminescence, HEK293, GRIP1 co-expression, lit1-tk-luc. HEK293 ssDAF-12/GRIP1 lit1-tk-luc reporter; % of 3 µM dafachronic acid response. activation, % at 6.8 µM. 370,000 tested, 1% active. AID 652126, 2013;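 active = activation above the mean over all tested compounds plus 3 SD, cut at about 0.9% in these data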;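 also: 0% = DMSO-only wells and 100% = 3 µM delta7-dafachronic acid wells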
proKLK7 act: proKLK7 zymogen activators, primary screen, biochemical, fluorescence intensity | purified proKLK7, EDANS-DABCYL substrate fluorescence; 100% is mature enzyme control, 0% vehicle | activation, % at 7 µM | 370,000 tested, 0.9% active | AID 652039, 2013;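 active = activation above the mean of all tested compounds plus 3 SD, computed per campaign excluding outliers beyond control limits, cut at about 13% in these data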
hgDAF-12 ag: H. glycines DAF-12 receptor agonists, primary screen, cell-based, luminescence, HEK293, GAL4 fusion, UAS-luciferase; Nuclear hormone receptor DAF-12 (Heterodera glycines), GAL4 fusion; HEK293 GAL4-hgDAF12 UAS-luciferase reporter, agonist luminescence; normalized to butyrate control; activation, % at 6.8 µM; 370,000 tested, 1.8% active; AID 687014, 2013;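 active = activation above a cutoff set at the mean of all screened compounds plus 3 SD, cut at about 10% in these data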;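 also: 0% = DMSO wells and 100% = sodium butyrate wells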
* hit, by the source's call; nt = not tested or not shown.

SMILES	DAX1 inh-1	hcDAF12 agonist	NPR2 activator	SMARCA2 act	DAX1 inh-2	NPR1 activator	HGIII-sPLA2 inh	GAA850 FXN act	ssDAF12 agonist	proKLK7 act	hgDAF-12 ag
O=C(O)c1cccnc1Br	0.3	-1.2	2	-2	-0.3	2	14	0.2	-0.8	-0.6	0.0
Clc1cc(Cl)c(Cl)c(Cl)c1Cl	0.2	-1.5	-1	-6	-0.3	0	6	-1.1	-1.2	0.4	1.0
O=S(=O)(c1ccc(NC(=S)Nc2ccc(OC(F)F)cc2)cc1)N1CCOCC1	-0.3	2.1	3	-3	-0.1	5	5	2.1	-1.4	0.5	-0.9
O=C(CSc1nc2ccccc2o1)c1cc2ccccc2oc1=O	1.3	3.1	-1	5	1.6	0	-7	2.2	0.2	-34	8.9
Cc1ccc(N(NC(=O)C(C)(C)O)C(=O)c2ccccc2)cc1C	0.6	-0.4	2	2	1.4	5	3	-0.8	-0.7	-0.2	0.1
COc1ccc(C2/C=C\CN(S(=O)(=O)c3ccc(-c4ccccc4)cc3)CC(=O)N2Cc2ccc(F)cc2)cc1 (configuration not stated)	0.3	-2.1	1	0	0.5	-2	-12	1.8	-1.2	0.4	-1.6
O=C(Nc1ccnn1C1CCN(Cc2cccc(OCCO)c2)CC1)C1CC1	-1.8	-1.4	-7	0	1.3	1	-3	1.4	-0.8	-0.1	-1.6
COc1ccc(C(=O)COC(=O)CNC(=O)c2ccccc2)cc1F	-0.3	-1.4	-2	-2	-0.3	-1	-1	-0.2	-1.1	0.2	2.4
Cn1cc[nH]c1=S	0.0	-0.3	4	-2	-1.2	3	5	-3.1	-0.7	0.1	-0.6
Cc1ccc(OCc2nnc(SCC(=O)N3CCOCC3)n2C)cc1	0.5	0.0	2	-4	-0.3	4	9	0.1	-1.4	0.5	-0.3
CCC(CO)Oc1cc(NCc2ccc(Cl)cc2Cl)c2ncn(C(C)C)c2c1 (configuration not stated)	-0.2	-1.7	-2	-1	-0.6	0	-33	2.3	-1.8	0.2	-2.7
CCOc1cc(C(=O)NC(=S)Nc2cccnc2)cc(OCC)c1OCC	-0.7	-2.1	-14	-4	-1.8	-1	6	-0.5	-0.9	0.6	0.4
COC(=O)c1ccc(Nc2c([N+](=O)[O-])c(=O)oc3ccccc23)cc1	0.0	-0.7	-1	-2	2.0	-4	-2	-0.3	-0.7	-0.1	-1.3
Cc1ccc2c(c1)=C(c1ccccc1)N(O)CC(=O)N=2	0.1	0.2	6	1	-0.9	-8	-2	-0.3	-0.6	0.3	0.5
Cc1oc(-c2ccccc2)cc1C(=O)Nc1cccc(/C=C\C(=O)O)c1	-0.2	-0.4	-4	-3	0.7	-4	-33	0.0	-1.0	0.0	-2.4
O=C(O)c1cc2nc3c(c(C(F)(F)F)n2n1)CCc1ccccc1-3	0.4	-1.0	-3	2	0.5	-1	6	-2.1	-1.3	0.2	0.3
Cc1cc(-c2ccccc2)nc(-c2ccccc2)c1C	0.0	-1.5	-8	-1	-1.0	-2	-3	-0.1	-0.5	-0.3	0.5
COc1ccc(-n2c(C)c(C(C)=O)c(C(C)=O)c2C)cc1	0.3	0.1	6	-2	-1.3	2	1	2.2	-1.4	0.8	1.0
O=C(N/N=C/c1ccsc1)c1cc(-c2ccncc2)nc2ccccc12	-1.9	1.6	-18	-3	0.7	-21	0	0.5	0.0	0.0	-0.2
COC(=O)CNC(=O)c1sc2ncn(CC(=O)Nc3ccc(C)c(Cl)c3)c(=O)c2c1C	-0.3	-0.9	3	1	-1.5	1	-9	-2.0	-0.8	0.1	-0.9
CCCCC(=O)c1c(C)cc(C)[nH]c1=O	0.2	0.1	0	-1	-0.2	2	6	0.0	-0.7	0.1	1.0
COc1ccc(OC)c(N(CC(=O)Nc2cccnc2)S(C)(=O)=O)c1	1.2	-1.1	-5	-1	0.8	2	6	0.8	-2.2	-0.6	0.0
O=C(c1ccco1)N1CCN(Cc2ccccc2Br)CC1	1.1	1.5	3	2	2.2	-2	9	-0.3	-0.4	0.1	6.2
N#CC(C#N)=C(Nc1ccccc1)c1ccccc1	-0.5	4.5	1	-2	2.7	2	4	4.1	-0.2	0.5	-2.6
CC(C)Cn1c(SCC(=O)Nc2cc(Cl)c(Cl)cc2Cl)nc(O)cc1=O	1.6	0.9	1	-2	-0.3	-2	-9	-0.5	-0.8	-0.7	-0.6

Some of the entries so far, with values under each structure.
Value order: DAX1 inh-1, hcDAF12 agonist, NPR2 activator, SMARCA2 act, DAX1 inh-2, NPR1 activator, HGIII-sPLA2 inh, GAA850 FXN act, ssDAF12 agonist, proKLK7 act, hgDAF-12 ag
> Cc1ccc(OCc2nnc(SCC(=O)N3CCOCC3)n2C)cc1
→ 0.5, 0.0, 2, -4, -0.3, 4, 9, 0.1, -1.4, 0.5, -0.3
> CCC(CO)Oc1cc(NCc2ccc(Cl)cc2Cl)c2ncn(C(C)C)c2c1 (configuration not stated)
→ -0.2, -1.7, -2, -1, -0.6, 0, -33, 2.3, -1.8, 0.2, -2.7
> CCOc1cc(C(=O)NC(=S)Nc2cccnc2)cc(OCC)c1OCC
→ -0.7, -2.1, -14, -4, -1.8, -1, 6, -0.5, -0.9, 0.6, 0.4

Other structures follow:
SMILES	DAX1 inh-1	hcDAF12 agonist	NPR2 activator	SMARCA2 act	DAX1 inh-2	NPR1 activator	HGIII-sPLA2 inh	GAA850 FXN act	ssDAF12 agonist	proKLK7 act	hgDAF-12 ag
CCc1ccc(NC(=O)C(C)OC(=O)CCC(=O)c2cccs2)cc1 (configuration not stated)	-0.2	1.1	-1	-1	0.3	4	-4	2.1	-1.1	-0.1	0.2
CC(=O)Oc1ccc2ccc3ccc(C(C)=O)cc3c2c1	-0.8	-1.0	1	-1	-0.1	11	-22	-0.5	-0.8	-20	2.2
COc1ccc(C(=O)Nc2nc(C)cs2)cc1S(=O)(=O)N1CCCC1	-0.6	0.5	11	-3	-0.4	8	3	-0.4	-1.8	0.0	-0.8
CCOC(=O)c1sc(Nc2ccc(F)cc2)nc1C	1.4	0.3	-4	5	-0.3	8	-10	3.1	-0.8	0.7	3.9
CC(=O)c1ccc(OCCCC(=O)Nc2cc(S(=O)(=O)N3CCCCC3)ccc2C)cc1	-2.0	-1.7	3	-3	-0.7	0	3	0.1	-1.3	0.3	-0.7
CCCNC(=O)CSc1nccn1Cc1ccc(OC)cc1	0.1	0.6	7	-2	3.0	2	0	1.0	-1.1	-0.3	0.8
Cc1ccc(C)c(NC(=O)CN(C)C(=O)CC2OC(=O)c3ccccc32)c1 (configuration not stated)	-0.1	0.4	0	0	0.6	-1	11	-0.1	-1.4	-0.2	2.2
Cc1ccc(C(=O)N/C(=C\c2cccs2)C(=O)NCCCN2CCOCC2)cc1	0.0	-2.7	-2	-2	1.8	4	3	2.6	-0.5	-0.3	-3.7
Cc1cc2c(cc1S(=O)(=O)NCc1ccccc1)OCC(=O)N2	-0.4	-1.8	-3	-1	0.7	0	-4	2.1	-1.6	0.8	-1.0
S=C(NC1CCCCC1)NC1CC2C=CC1C2 (configuration not stated)	-0.6	0.5	0	1	nt	3	17	-1.8	-1.7	0.6	-0.7
CN(Cc1ccccc1)C(=O)c1cccc(NC(=O)Cc2ccc(NC(=O)C3CCCN(C(=O)C4CCC4)C3)cc2)c1 (configuration not stated)	-0.6	-1.5	0	0	-0.5	-1	-22	1.4	-1.3	0.9	-1.4
Cc1ccc2c(COC(=O)C3=COCCO3)cc(=O)oc2c1	2.0	0.4	5	8.5*	-0.4	3	-1	3.5	-0.5	0.5	6.7
COc1ccc(CNc2nc3c(c(=O)[nH]c(=O)n3C)n2Cc2ccccc2C)cc1	0.4	-2.4	-6	0	1.1	1	-5	2.2	-1.4	-0.1	-1.3
CCc1nc(SCC(=O)NC2CCCC2)c2c(=O)n(C)c(=O)n(C)c2n1	1.3	-1.4	5	1	0.8	2	1	1.3	-0.9	0.0	1.7
CC(Oc1ccc(Cl)cc1Cl)C(=O)NC(=S)N1CCc2ccccc21 (configuration not stated)	-0.1	-0.4	8	0	-0.1	6	1	1.9	-0.1	-0.8	5.6
Cc1c(C(c2cccs2)c2c(C)n(C)n(-c3ccccc3)c2=O)c(=O)n(-c2ccccc2)n1C	-0.1	-0.6	-12	3	0.6	-8	9	0.6	-1.4	0.1	-0.4
Cc1nnc(SCc2cccc([N+](=O)[O-])c2)[nH]c1=O	0.0	-1.1	1	-4	-1.8	-1	4	1.3	-0.7	-0.4	-0.6
Cc1ccc2c(cnn2C(=O)CCCC(=O)NCc2ccc(Cl)cc2)c1	0.3	0.5	-3	0	-0.1	-6	-1	-1.3	-0.7	-0.4	1.3
O=C(Nc1cc(Cl)ccc1-n1cncn1)c1cc(S(=O)(=O)N2CCOCC2)ccc1F	-3.0	-0.5	2	-1	0.5	1	0	-3.9	-0.6	0.0	-3.5
COc1cc(/C=C/C(=O)NCCn2c(C)cc3ccccc32)cc(OC)c1OC	-1.9	-0.8	6	-2	-0.4	-1	-2	0.3	-1.2	0.3	-4.3
COc1cc(OC)cc(C2=NCCN2)c1	0.3	-1.1	5	-4	-0.3	5	7	2.5	-1.2	-0.5	2.5
Cc1ccc(-c2nn(CC(=O)NCc3ccco3)c(=O)c3ccccc23)cc1	0.1	-1.0	-4	-3	1.8	-2	-5	-0.8	-1.2	-0.2	3.5
COc1ccc(NS(=O)(=O)c2ccc(N3CCOCC3)c(NC(=O)c3ccccc3Br)c2)cc1	0.0	-1.4	0	2	2.8	-4	-12	1.2	-1.2	0.2	5.3
NC(=O)c1ccc[n+](CC(=O)NCc2ccc(Cl)cc2)c1	0.5	0.1	6	-2	2.9	4	-3	0.2	-0.3	-0.5	2.6
CCc1nnc(NC(=O)Cc2sc(C)nc2-c2ccc(C)cc2)s1	-0.1	0.1	-6	-1	0.0	2	-10	-2.7	-0.8	0.0	-1.1
COc1ccc(-c2nnc(SCc3ccccn3)n2C)cc1	0.6	-1.1	-5	3	1.7	-2	5	1.3	-1.0	-0.2	4.9
CC1(C)C2CCC1(C)C(OC(=O)C[n+]1ccccc1N)C2 (configuration not stated)	-0.6	-0.5	-4	1	2.8	-3	-10	3.2	-1.6	52*	-1.2
COC(=O)[C@]12C[C@H](CC(=O)NCC3CCCCC3)C(=O)N(Cc3ccc4c(c3)OCO4)C1=C[C@H](COCc1ccccc1)O[C@@H]2C	-1.4	-0.9	0	2	nt	0	-9	nt	-0.9	0.4	1.4
Clc1ccc(C2NCCc3sccc32)cc1 (configuration not stated)	-0.4	-0.5	-12	1	-0.9	-16	3	4.1	-1.5	-0.2	-2.2
